# Screening data (PubChem)
# H9c2 TAG inh: triacylglycerol accumulation inhibition; inhibition, % at 12.5 µM; hit rate 0.66% among 230,000; H9c2 cells, Nile Red lipid (TAG) fluorescence; cells loaded with 200 µM oleic acid;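 active = pattern-corrected inhibition of lipid staining of at least 50% with the nuclear-stain viability signal not falling by more than 50%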;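 also: 0% = DMSO wells and 100% = triacsin C control wells; some results filed as inactive read as strong as hits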
# H9c2 TAG inh DAPI viability: further read-out of H9c2 TAG inh, marked with its call; DAPI nuclei signal change (viability), lower = more cytotoxic, %;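 whole-well DAPI fluorescence read on a plate reader as a viability signal; minus 50 percent equals half of cells still viable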
# * hit, by the source's call; & = joins results of further samples. A portion of the library. The share of hits here may be higher or lower than overall.
# Below each compound: H9c2 TAG inh	H9c2 TAG inh DAPI viability
O=C(c1ccc(OC2CCN(Cc3ccccn3)CC2)cc1)N1CCCCCC1
    19	2
COc1ccc(NS(=O)(=O)c2cccc(C(=O)NCC(c3ccco3)N3CCCCC3)c2)cc1 (configuration not stated)
    -12	6
O=C(Nc1ccc(N2CCOCC2)cc1)c1cccc(S(=O)(=O)N2CCCCCC2)c1
    -20	6
Cc1cccc(OCC(=O)Nc2cc(S(=O)(=O)N3CCCCC3)ccc2N2CCN(C)CC2)c1
    8	8
COC(=O)c1sc2ccccc2c1-n1cccc1C(=O)C(=O)Nc1ccc(C)cc1
    0	-6
COc1ccc(N(CC(=O)Nc2ccc3c(c2)OCO3)S(=O)(=O)c2ccccc2)cc1OC
    -8	-3
NC(=O)COc1ccc2oc(-c3ccccc3)cc(=O)c2c1
    -4	17
Oc1ccccc1-c1nc(NCCN2CCOCC2)c2ccccc2n1
    16	17
C#CCOCCOCCOCCNc1nc(N2CCN(C(=O)C([C@@H](C)O)n3cc([C@@H](N)CCCCN)nn3)CC2)nc(N2CCN(C(=O)[C@H](CO)n3cc([C@@H](N)C(C)C)nn3)CC2)n1 (some centres not stated)
    -13	11
Cc1ccc2c(C(=O)N3CCN(c4ccccc4)CC3)cc(-c3cccnc3)nc2c1C
    1	-1
COc1ccc(S(=O)(=O)n2nc(-n3c(C)ccc3C)c3c(F)cccc32)cc1OC
    2	1
Cc1cc(C(=O)NNC(=O)c2cccc(Cl)c2)no1
    -11	11
CCCCNC(=O)COC(=O)c1cc(S(=O)(=O)N2CCCCCC2)ccc1OC
    9	-10
Cc1nc(N)[nH]c(=O)c1CCCNc1ccc(CCC2(CCl)OCCO2)cc1
    -4	3
CCCCOc1ccc(-c2nnn(CC(=O)Nc3ncc(CC(=O)OCC)s3)n2)cc1
    8	6

# Entries of single compounds from above.
# `O=C(c1ccc(OC2CCN(Cc3ccccn3)CC2)cc1)N1CCCCCC1` is listed with H9c2 TAG inh: 19; H9c2 TAG inh DAPI viability: 2
# `COc1ccc(NS(=O)(=O)c2cccc(C(=O)NCC(c3ccco3)N3CCCCC3)c2)cc1` (configuration not stated) is listed with H9c2 TAG inh: -12; H9c2 TAG inh DAPI viability: 6

# (cont.)
# Below each compound: H9c2 TAG inh	H9c2 TAG inh DAPI viability
CC[C@]12c3[nH]c4ccccc4c3CCN1C(=O)C(CC(=O)NCc1cccc(C(F)(F)F)c1)C[C@@H]2C(=O)N1CCN(C(=O)c2ccco2)CC1 (some centres not stated)
    4	-12
O=C1[C@H](Oc2ccccc2)[C@@H](c2ccncc2)N1c1ccncc1
    4	7
S=C(NCCCN1CCOCC1)NC1CCCC1
    1	-10
O=C(O)c1ccccc1P(=O)(c1ccccc1)c1ccccc1
    -10	-1
O=S(=O)(c1ccc(Cl)cc1)N1CCC2(CC1)CO2
    11	-13
CC[C@@H]1CC=C[C@H]2[C@H]1C(=O)N(Cc1ccccc1)[C@H]2c1ccc(OC)c(Cl)c1
    3	-4
COc1cc(O)c(C(CCN2CCCC(C)C2)c2cc(OC)c(OC)c(OC)c2)c(OC)c1 (configuration not stated)
    -4	-15
CCc1ccc(NS(=O)(=O)c2cc3c4c(c2)CCN4C(=O)CC3)cc1
    -9	18
S=C(NCCc1ccccc1)NCC1CCCO1 (configuration not stated)
    -17	4
CCOc1ccc(C(Nc2ccc(C)cc2)P2(=O)OCCC(C)O2)cc1 (configuration not stated)
    -5	3
O=S(=O)(NC1C2CC3CC(C2)CC1C3)c1ccc(F)cc1 (configuration not stated)
    2	-4
O=C(c1ccc(Cl)cc1)N1CCC(O)(CSc2ccc(Cl)cc2Cl)CC1
    -9	11
CS(=O)(=O)N(CC(=O)Nc1ccccc1C(=O)N1CCOCC1)c1ccc(Cl)cc1
    -3	-7
CN(C(=O)CSc1nnc(-c2c[nH]c3ccccc23)n1C1CC1)C1CCS(=O)(=O)C1 (configuration not stated)
    -25	6
CC(C)(C)N1OC2CC1c1nc3ccccc3n1C2 (configuration not stated)
    14	-4
O=C(CNC(=S)N(CCCN1CCOCC1)Cc1cccs1)NC1CCCC1
    28	-8
COc1ccc(CCCC(=O)O)c(C)c1
    11	-18
NC(=O)c1ccccc1N/C=C/C(=O)c1ccc(Cl)cc1Cl
    -21	11
COc1ccc(N2CC(C(=O)Nc3nc4ccc(F)cc4s3)CC2=O)c(OC)c1 (configuration not stated)
    2	5
CC(=O)Nc1ccc(S(=O)(=O)N2CN(c3ccc(C)cc3)c3nc4ccccc4nc32)cc1
    46	-19
COc1ccccc1CNC(=O)CSC1=NCCS1
    -19	8
Cc1cccc(C)c1NC(=O)CCCCCC1NC(=O)NC1C (configuration not stated)
    10	-5
CC1CC(C)CN(S(=O)(=O)c2ccc(C(=O)N3CC(C)OC(C)C3)cc2)C1 (configuration not stated)
    4	-3
CC1CCC(NC(=O)c2cc(S(=O)(=O)N3CCCCC3)ccc2N2CCOCC2)CC1 (configuration not stated)
    -15	2
C[C@H](NC(=O)c1ccco1)C(=O)NCCc1ccc(S(N)(=O)=O)cc1
    4	-9
c1ccc(C2=NC(c3ccccc3)CC2)cc1 (configuration not stated)
    -10	1
CCCC(=O)NNC(=O)c1ccoc1C
    -7	4
CC(C)(C)C(=O)Nc1cc(C(F)(F)F)ccc1-n1ccnc1
    0	12
CN(C)c1nc(NNC(=O)c2ccccc2)nc(N(C)C)n1
    1	9
Cc1sc(-n2cccc2)c(C(=O)O)c1C
    -19	2
CC(C)CCC1(C)NC(=O)N(CC(=O)c2ccc[nH]2)C1=O (configuration not stated)
    5	0
CCn1c(/C=C2\C(=O)N(C)c3ccccc32)nc2ccccc2c1=O
    -23	17
CCCOc1ccc(Br)cc1/C=N/O
    5	-4
CC(C)(C)OC(=O)N(CCc1ccccc1)Cc1cccc(OCc2cccc(NC(=O)/C=C/c3ccccc3)c2)c1
    8	12
CC(CC(C)C(=O)N1CCOCCN(C(=O)C(C)CC(C)C(=O)O)CCOCC1)C(=O)O (configuration not stated)
    -4	0
Cc1ccc(NC(=O)C2(c3ccccc3)CCCC2)nc1
    -26	-10
COc1ccc(S(=O)(=O)Cc2ccc(C(=O)NC3CC3)o2)cc1
    4	4
COc1cc(/C=N/NC(=O)Cc2ccc(Br)cc2)cc(OC)c1O
    -11	1
CCn1cc(CN2CCCC(C(=O)Nc3ccc(-c4nc5ccccc5[nH]4)cc3)C2)c(C)n1 (configuration not stated)
    27	15
COCCn1c(=NC(C)=O)sc2cc([N+](=O)[O-])ccc21
    1	2
CCOC(=O)N1CCC(NC(=O)CN2C(=O)CSc3ncccc32)CC1
    21	-8
Cc1cccc(CNc2ncnc3ccc(-c4ccc5c(c4)OCO5)cc23)c1
    -34	6
CCC(C)/C(C)=N/NC(=O)C1COc2ccccc2O1 (configuration not stated)
    12	1
FC(F)(F)c1cc(-c2ccccc2)nc(N2CCCCC2)n1
    16	-5
COc1cccc(-c2nc(=S)c3c(o2)CCCC3)c1
    8	0
COc1cc(C(=O)Nc2cccc3cccnc23)cc(OC)c1OC
    -9	8
CCOc1ccc(C(C)(C)C)cc1S(=O)(=O)N1CCOCC1
    -5	6
O=C(NCCSc1ccccc1)c1cncc(Br)c1
    -5	10
O=c1ccnc2n1COCS2
    4	-6
COC(=O)[C@]1(C)N[C@H](CN(C)C(=O)Nc2ccc(Cl)cc2)[C@@H]2C(=O)N(C)C(=O)[C@@H]21
    -2	7
CC(NCc1ccc(S(N)(=O)=O)cc1)C(=O)Nc1ccc([N+](=O)[O-])cc1Cl (configuration not stated)
    -2	-1
CC(C)N1CCOC1c1ccccc1 (configuration not stated)
    -7	-2
CC[C@]12c3[nH]c4ccccc4c3CCN1C(=O)C(CC(=O)NCc1ccc(OC)c(OC)c1)C[C@@H]2C(=O)N1CCN(C(=O)C2CC2)CC1 (some centres not stated)
    -1	-5
CC(=O)c1ccc(NC(=O)Nc2ncn(Cc3cccc(C)c3)n2)cc1
    -34	8
O=C(c1cccc(Cl)c1)N1CCCc2ccccc21
    -6	-7
Cc1ccccc1NC(=O)c1cccc(NC(=O)c2c(C(=O)O)cccc2[N+](=O)[O-])c1
    3	-3
O=C(CN1CCN(Cc2ccccc2)CC1)NNC(=O)c1ccc(Cl)cc1
    16	-7
O=C(O)/C=C/c1ccc(Cn2ccnc2)cc1
    -2&-14	-3&16
c1ccc(Oc2nc(NCc3ccco3)nc(NCc3ccco3)n2)cc1
    6	14
COc1ccc(N2C(=O)NC3CC2(C)Oc2ccc(Br)cc23)cc1OC (configuration not stated)
    -8	2

# Reformatted: results already given
CC(=O)c1ccc(NC(=O)Nc2ncn(Cc3cccc(C)c3)n2)cc1
- H9c2 TAG inh: -34
- H9c2 TAG inh DAPI viability: 8

O=C(c1cccc(Cl)c1)N1CCCc2ccccc21
- H9c2 TAG inh: -6
- H9c2 TAG inh DAPI viability: -7

Cc1ccccc1NC(=O)c1cccc(NC(=O)c2c(C(=O)O)cccc2[N+](=O)[O-])c1
- H9c2 TAG inh: 3
- H9c2 TAG inh DAPI viability: -3

O=C(CN1CCN(Cc2ccccc2)CC1)NNC(=O)c1ccc(Cl)cc1
- H9c2 TAG inh: 16
- H9c2 TAG inh DAPI viability: -7

# Further records
compound	H9c2 TAG inh	H9c2 TAG inh DAPI viability
COc1cc2sc(C)nc2c2sccc12	-16	7
CC(C)(C)OC(=O)N[C@@H](Cc1ccccc1)C(=O)N1CCC(C(=O)O)CC1	2	-1
Cc1ccccc1S(=O)(=O)NC(=O)C1(C)CCN1C(=O)C1CCCCC1 (configuration not stated)	-3	-3
CCOC(=O)c1cc(NC(=O)OC)c(C)nc1C	-5	9
Cc1cccc(C)c1NC(=O)CN(C)C(=O)c1ccc(N2C(=O)CCC2=O)cc1	-22	8
Cc1noc(C)c1NC(=O)Nc1ccc2c(c1)CC(=O)N([C@@H](C)CO)C[C@@H](C)[C@@H](CN(C)C(=O)Nc1cccc3ccccc13)O2	8	-10
Cn1c2ccccc2c(=O)c2cc(C#CC3=CCCCC3)ccc21	-1	15
CC1=[N+]([O-])C(C)(C)N(O)C1(C)C	-3	1
CC(=O)OCC1OC(OCc2cn(C[C@H]3CC[C@H](Cn4cc(COC5OC(COC(C)=O)C(OC(C)=O)C(OC(C)=O)C5OC(C)=O)nn4)O3)nn2)C(OC(C)=O)C(OC(C)=O)C1OC(C)=O (some centres not stated)	-7	7
O=C1COc2ccc(C(=O)COC(=O)CCc3ccc(S(=O)(=O)N4CCOCC4)cc3)cc2N1	-4	-4
N#Cc1c(Nc2ccc(Cl)cc2)s[nH]c1=O	10	-2
CCOC(=O)C1=C(COC(=O)c2ccc(Cl)cc2[N+](=O)[O-])NC(=O)NC1C (configuration not stated)	9	6
O=C(O)CSc1nnc(CSc2nc3ccccc3s2)n1-c1ccccc1	8	-10
COc1ccc2nc(SCC(=O)N(C)CC(=O)Nc3ccc(F)cc3)[nH]c2c1	7	-8
Cc1ccc(C(=O)Nc2ccccn2)cc1S(=O)(=O)N1CCOCC1	-3	-10
COc1ccc(-c2c(-c3ccccc3OC)sc3ccccc23)cc1OC	33	1
COCCNC(=O)CN(C(=O)CCC(=O)Nc1ccccn1)c1cc(C)ccc1C	-6	-1
O=c1[nH]nc(Cc2ccc(-c3cccc(Cl)c3)o2)c2ccccc12	13	-3
CCOC(=O)N/N=C\c1ccc(OC/C=C/c2ccccc2)c(OC)c1	-26	-3
CCOC(=O)C1=C(C)N=c2s/c(=C/c3ccc(OCC(=O)O)cc3)c(=O)n2C1c1ccc(OC)cc1OC (configuration not stated)	0	-1
CC1(C)Cc2cccc(OCC(=O)N3CCN(S(=O)(=O)c4ccccc4F)CC3)c2O1	0	-13
O=C(COc1ccc(OCc2ccccc2)cc1)NN=C1CCCC1	3	15
Cc1nn(C)cc1S(=O)(=O)Nc1ncccn1	-3	-1
O=C1Nc2cc(S(=O)(=O)N3CCCC3)ccc2N2CCCC12 (configuration not stated)	-7	10
O=C(/C=C/c1ccco1)OCn1nnc2ccccc2c1=O	-1	-6
Cc1ccc(Sc2ccc(CN3CCCC3)cc2[N+](=O)[O-])cc1	-1	34
CC(C)C1C(=O)N(Cc2cn(CCC3OCCCO3)nn2)CCS(=O)(=O)N1Cc1ccc(-c2ccncc2)cc1 (configuration not stated)	-5	-2
O=C(CC1SC(N2CCOCC2)=NC1=O)Nc1ccccc1Cl (configuration not stated)	-6	7
Cc1ccc(C)c(NC(=S)NCCc2ccc(S(N)(=O)=O)cc2)c1	-20	1
O=c1c2ccccc2nnn1Cc1cccc2ccccc12	-7	3
Cc1ccc2cc3cc(C(=O)N4CC(C)CC(C)C4)oc3nc2c1 (configuration not stated)	-9	10
CCCCc1ccc(NS(=O)(=O)c2cccc(C(=O)N3CCCN(C)CC3)c2)cc1	-12	4
Cc1cc(=O)cc(C)n1-c1ccc(Cl)cc1	4	13
COc1ccc2[nH]cc(C(=O)CN3CCCCC3)c2c1	-1	6
Cn1c(N)c(C(=O)CSc2nc3ccccc3[nH]2)c(=O)n(C)c1=O	14	-3
COc1ccc(/C=N/NS(=O)(=O)c2ccccc2)cc1OC(=O)c1ccc(C)cc1	-10	6
O=C(NCc1ccco1)C1OCCc2ccccc21 (configuration not stated)	-3	2
CN(C)C(=O)c1ccc(NC(=O)COC(=O)CC23CC4CC(CC(Br)(C4)C2)C3)cc1	3	-6
CC1(c2nnc(-c3ccccc3)o2)CC(c2ccc(F)cc2)=NO1 (configuration not stated)	-9	6
CCOC(CNC(=O)CN1C(=O)COc2ccc(S(=O)(=O)N3CC(C)CC(C)C3)cc21)OCC (configuration not stated)	5	-13
Cc1ccsc1/C=N/NC(=O)Cc1ccc(Cl)cc1	-20	-3
